Screens: PubChem, Sanford-Burnham Center for Chemical Genomics
Mdm2 MdmX PPI: inhibitors of human Mdm2/MdmX interaction; O15151+Q00987; SaOS-2 split-luciferase Mdm2/MdmX complementation, luminescence; inhibition, % at 8 µM; 330,000 compounds, 3% hits; AID 485346;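 active = inhibition of at least 50% at 8 µM in the primary screen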
UPR XBP1 act: activators of adaptive arm of unfolded protein response (XBP1). CHO-XBP1 luciferase reporter, IRE1-XBP1 UPR activation, luminescence; percent of tunicamycin response, DMSO as zero. activation, % at 20 µM. 330,000 compounds, 0.33% hits;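 active = versus positive control, 20 µM dose yields 30% or more activation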;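 note: 100% = tunicamycin at 10 µg/mL and 0% = DMSO only wells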
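incubation = overnight seeding at 37 °C, 6 h compound treatment at 37 °C | assay system = CHO-XBP1 cells stably carrying IRE1-XBP1-driven luciferase reporter | input = 1000 cells per well | detection = luciferase luminescence | dosing = single point, 20 µM final compound, 1% DMSO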
APJ ag: agonists of human APJ apelin receptor. P35414. CHO-K1 APJ PathHunter beta-arrestin, luminescence; 0% DMSO wells, 100% apelin. activation, % at 20 µM. 330,000 compounds, 0.11% hits. AID 2520;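 active = activation more than six SD over the plate average, tested at 20 µM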;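 note: 0% = DMSO alone and 100% = apelin-13 at 10 nM; some results filed as inactive read as strong as hits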
Target sequence (P35414 whole entry, looked up): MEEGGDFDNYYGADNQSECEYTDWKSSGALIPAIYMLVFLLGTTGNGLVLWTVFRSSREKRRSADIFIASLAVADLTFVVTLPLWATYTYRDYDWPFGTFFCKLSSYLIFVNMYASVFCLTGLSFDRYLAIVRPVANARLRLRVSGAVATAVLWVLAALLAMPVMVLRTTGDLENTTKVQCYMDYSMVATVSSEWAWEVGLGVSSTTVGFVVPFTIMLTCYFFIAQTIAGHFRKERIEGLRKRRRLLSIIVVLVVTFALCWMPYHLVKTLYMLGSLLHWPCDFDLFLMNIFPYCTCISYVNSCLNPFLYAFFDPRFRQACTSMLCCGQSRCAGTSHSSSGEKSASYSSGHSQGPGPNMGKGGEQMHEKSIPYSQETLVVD
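Test system: CHO-K1 APJ beta-arrestin complementation cell line | Compound: Single test compound dose, 20 µM final, 1% DMSO | Incubation: Compound 90 min 25 °C, reagent 1 h | Measured by: beta-gal luminescence | Read-out basis: APJ–arrestin association signal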
CHOP UPR activ: activators of apoptotic arm of unfolded protein response (CHOP) | CHO-CHOP luciferase reporter, UPR activation, luminescence; percent of tunicamycin response over DMSO baseline | activation, % at 10 µM | 330,000 compounds, 0.34% hits;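 active = at 10 µM dose, activation of 40% or more, normalized to positive control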;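 note: 100% = tunicamycin at 10 µg/mL and 0% = DMSO alone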
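Dosing – one dose, 10 µM in 0.5% DMSO · System – CHO-CHOP cells, stable luciferase reporter of PERK-eIF2a-CHOP signalling · Input – 500 cells/well · Control set – tunicamycin 10 µg/mL final as positive, DMSO-only wells as negative · Timing – 6 h compound treatment, 37 °C · Measure – % activation vs tunicamycin · Technique – luminescence read with Steady-Glo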
CCR6 antagonist: CCR6 (human) receptor antagonism | inhibition, % at 20 µM | CHO-K1 CCR6 PathHunter beta-arrestin, luminescence, CCL20-stimulated | P51684 | 340,000 compounds, 0.49% hits | AID 493098;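 active = compounds whose inhibition of the agonist-driven luminescence signal at 20 µM reaches about 50%, limit read from the data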;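 note: cells stimulated with CCL20 at 14 nM final; plate controls were DMSO with CCL20 for no effect and DMSO without agonist for full effect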
Target sequence (P51684 whole entry, looked up): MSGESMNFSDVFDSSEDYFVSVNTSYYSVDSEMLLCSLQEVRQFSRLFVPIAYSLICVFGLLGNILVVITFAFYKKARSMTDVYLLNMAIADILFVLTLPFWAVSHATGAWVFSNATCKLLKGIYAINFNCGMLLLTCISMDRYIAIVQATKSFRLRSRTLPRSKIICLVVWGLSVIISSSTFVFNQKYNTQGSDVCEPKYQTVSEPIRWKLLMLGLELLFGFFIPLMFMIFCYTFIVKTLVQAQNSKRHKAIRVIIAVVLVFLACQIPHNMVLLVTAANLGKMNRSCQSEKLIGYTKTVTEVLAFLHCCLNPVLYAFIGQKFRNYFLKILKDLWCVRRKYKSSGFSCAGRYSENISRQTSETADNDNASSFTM
EBI2 antag: antagonists of human EBI2 receptor. P32249. EBI2 beta-arrestin recruitment, luminescence, 7a,25-OHC stimulated. inhibition, % at 5 µM. 360,000 compounds, 0.81% hits; in the data active = inhibition above about 38%;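 note: enzyme fragment complementation signal reports receptor beta-arrestin coupling in cells; 0% = agonist plus DMSO wells and 100% = wells without agonist; some results beyond the cut were filed as inactive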
tim23-1 inh: tim23-1 yeast growth inhibition; 330,000 compounds, 1.3% hits; AID 463212; S. cerevisiae tim23-1 growth, BacTiter-Glo luminescence, 24 h; inhibition, % at 20 µM;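 active = growth inhibition of the mutant yeast at or above 50%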;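 note: temperature-sensitive mutant grown at 25 °C; plate controls were DMSO-treated mutant yeast for no effect and medium wells lacking yeast for full effect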
APJ antag: antagonists of human APJ apelin receptor; CHO-K1 APJ beta-arrestin complementation, luminescence; inhibition, % at 20 µM; 330,000 compounds, 0.32% hits; AID 2521;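 active = inhibition above about 40% at 20 µM, limit read from the data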;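 note: cells challenged with 10 nM apelin-13 agonist together with compound; plate controls were apelin-13 plus DMSO wells for no effect and DMSO wells lacking apelin-13 for full effect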
CXCR6 inh: CXCR6 (human) receptor inhibition; AID 602244; inhibition, % at 20 µM; CHO-K1 PathHunter CXCR6 beta-arrestin, luminescence; 360,000 compounds, 0.36% hits; in the data active = inhibition above about 34%, passing the limit was not always enough;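 note: antagonist mode with CXCL16 agonist at 10 nM final; 0% = 10 nM CXCL16 with DMSO and 100% = unstimulated wells without agonist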
Target sequence (O00574 whole entry, looked up): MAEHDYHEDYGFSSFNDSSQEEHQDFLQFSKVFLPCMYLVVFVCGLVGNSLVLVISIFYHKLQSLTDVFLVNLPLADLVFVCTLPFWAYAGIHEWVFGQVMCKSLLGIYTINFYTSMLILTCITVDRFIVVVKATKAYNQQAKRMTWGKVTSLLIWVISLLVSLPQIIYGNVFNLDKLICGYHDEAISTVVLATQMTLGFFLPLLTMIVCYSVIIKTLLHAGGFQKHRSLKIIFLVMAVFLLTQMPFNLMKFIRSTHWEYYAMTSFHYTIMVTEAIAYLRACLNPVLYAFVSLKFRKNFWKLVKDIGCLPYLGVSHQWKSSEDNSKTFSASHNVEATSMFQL
* hit, by the source's call; · = no result given; & = joins results of further samples. Only part of the results is shown; count on the stated rates, not on these rows.

SMILES	Mdm2 MdmX PPI	UPR XBP1 act	APJ ag	CHOP UPR activ	CCR6 antagonist	EBI2 antag	tim23-1 inh	APJ antag	CXCR6 inh
Cc1ccc(C(=O)N2CCN(S(C)(=O)=O)C2)cc1	-12	-3	-1	-0.9	-12	3	7	15	-7
COc1cc(C(=O)ON=C2C(C)=CC(=O)C=C2C)cc(OC)c1OC	-9	-3	2	25	16	-3	31	27	18
CCCNc1c(NC(C)=O)c(=O)oc2ccccc12	-5	0	-2	0.9	-12	3	-1	-1	1
Cc1cccc(N2CCN(C(=O)C3CCN(S(=O)(=O)c4cnc[nH]4)CC3)CC2)c1C	17	1	1	0.3	-4	2	9	-8	0
CC(C)(C)OC(=O)NCc1ccc(CNC(=O)c2ncn(Cc3ccccc3)c2C(=O)NCc2ccc(CNC(=O)OC(C)(C)C)cc2)cc1	-11	-3	-3	0.8	-3	5	18	17	6
COC(=O)/C=C1/N/C(=N\c2nc(C)cc(C)n2)N(c2ccccc2)C1=O	14	0	1	2.5	6	-4	9	-6	-5
COc1ccc2c(c1)CCc1cn3ncc(C#N)c3nc1-2	19	-1	-2	0.7	-10	-11	-7	10	4
CSc1nc(C)cc(/C=C\c2ccccc2)c1C#N	3	2	-2	0.4	12	10	11	3	1
CC(C)CCNC(=O)[C@H](CC(C)C)NC(=O)[C@H]1O[C@@H]1C(=O)O	16	-4	-1	0.2	·	·	-18	3	·
CC(C)OC(=O)c1c(N)sc2c1CCCC2	12	1	-5	0.4	-7	-12	20	-5	-8
CCCNC(=O)NC(=O)c1cnccc1C(F)(F)F	-2	-3	-6	-0.8	-21	2	-16	-23	4
CCC1(C)NC(=O)N(CC(=O)Nc2cc(C)on2)C1=O (configuration not stated)	11	-2	0	2.7	1	-9	2	7	5
COc1cc(NC(=O)COC(=O)c2ccc([N+](=O)[O-])s2)cc(OC)c1OC	23	0	3	0.8	-5	-19	43	-6	-15
Cc1cc(-c2n[nH]c(=S)n2/N=C/C=C/c2ccccc2)n[nH]1	-21	-3	1	-1.4	6	3	23	-10	2
Cc1cn(-c2cc(C(=O)Nc3ccc(C)c(NC(=O)N4CCNC4=O)c3)cc(C(F)(F)F)c2)cn1	20	-3	1	-1.1	0	-9&-1	-2	-55	-5&-16
O=C(N/N=C/c1ccc(O)c(O)c1O)/C(=C/c1ccc([N+](=O)[O-])cc1)NC(=O)c1ccccc1	5	-1	-17	2.3	34	-10	9	-7	12
CC(=O)N1CCCC1(C(=O)O)c1ccccc1 (configuration not stated)	9	-2	-3	0.5	0	-4	14	-11	5
COc1ccc(CNC(=O)C2CCCN(Cc3nc(-c4cccc(C)c4)oc3C)C2)cc1 (configuration not stated)	26	-2	-4	-2.0	16	1	12	11	-12
COC(=O)c1ccccc1NC(=O)NCc1cccnc1	15	2	-4	0.1	6	3	-9	15	9
Cc1nnc2ccc(N3CCCC3)nn12	5	-2	-6	-1.6	-10	-5	4	5	-1
Cc1ccc2c(c1)c1c3n2CCNC3CCC1 (configuration not stated)	16&-9	-1&2	-2&-4	0.5&3.1	-4&2	-6&-11	11&10	7&-1	-2&-8
COc1cccc(CNS(=O)(=O)c2c(C(=O)N3CCCCC3)c(C)n(C)c2C)c1	-2	-2	-5	-0.7	14	-4	1	-13	2
Cc1ccccc1N1CCN(C2CCCN(C(=O)CCN3CCCO3)C2)CC1 (configuration not stated)	12	-8	3	-0.2	9	1	3	6	0
O=C(COC(=O)CCN=C1NS(=O)(=O)c2ccccc21)NC1CCCCCCC1	-1	-1	-2	-1.5	7	-8	1	8	-2
COC(=O)c1cc(-c2ccc(C)cc2)n[nH]1	-25	-2	2	3.4	3	-17	1	17	-2

(list continues)
SMILES	Mdm2 MdmX PPI	UPR XBP1 act	APJ ag	CHOP UPR activ	CCR6 antagonist	EBI2 antag	tim23-1 inh	APJ antag	CXCR6 inh
COc1ccc(Nc2ncnc3sc(C)cc23)cc1	8	-3	0	8.9	16	3	30	-5	-4
Nc1nc(C(=O)N2CCOCC2)nn1S(=O)(=O)c1ccccc1	-24	2	-2	-0.6	-8	-9	-18	-11	5
CCOCCn1c(=O)c2c(nc3n2CC(C)CN3Cc2ccccc2)n(C)c1=O (configuration not stated)	20	-4	0	0.0	5	-1	4	21	8
C=CCC1(CC=C)CCCN1C(=O)c1cc(COc2ccccc2SC)on1	8	-8	-5	0.3	26	22	27	16	7
COc1ccc(NC(=O)/C=C/c2cccc(Br)c2)cn1	-6	3	5	10	25	44	87*	2	-3
COc1ccc(CCN(C)Cc2ccc(OCc3ccccc3)c(OC)c2)cc1OC	-2	-2	-6	-1.4	5	5	13	11	0
S=C(Nc1nc2c(s1)CCCC2)NC1CC1	-45	-3	-6	4.5	4	7	14	-6	7
COc1cccc(-n2c(Cn3nc(C(F)F)cc3C(F)F)n[nH]c2=S)c1	-23	-2	-3	-2.3	3	5	2	-18	-8
Cc1csc(NC(=O)c2cn3ccccc3n2)n1	20	-8	-2	-8.0	-3	3	10	1	-15
CCc1nc(Nc2ccc3nccnc3c2)c2oc3ccccc3c2n1	12	3	-1	1.6	3	-16	-12	5	-5
CCc1ccc(-n2cnc3cc(C(=O)NCC(OC)OC)ccc32)cc1	10	-6	2	1.8	9	-5	13	8	12
O=C(Nc1ccccc1C(=O)N1CCCCCC1)c1ccccc1	27	-2	-1	-1.0	3	-2	4	11	0
C[C@H](NC(=O)c1ccccc1Cl)C(=O)OC(C(=O)Nc1cc(C(F)(F)F)ccc1Cl)c1ccccc1 (some centres not stated)	-14	-1	1	0.4	5	12	-4	-19	4
CC(C)c1nc2oc3c(NCC4CCCO4)ncnc3c2c2c1CCC2 (configuration not stated)	27	6	-3	4.6	12	2	31	8	-1
COc1ccc(C(=O)N2CCC(C(=O)Nc3ccc(OC)c(OC)c3)CC2)cc1	23	-6	-2	-1.7	8	-1	10	-8	9
c1ccc(-c2nnc(NC3=NCCC3)o2)cc1	-48	-5	1	-2.2	-10	-4	13	-4	-8
CC1(NC(=O)c2cc(S(=O)(=O)N3CCCCC3)ccc2Cl)CCS(=O)(=O)C1 (configuration not stated)	-20	1	1	2.7	10	0	1	17	2
C/C(=N\Nc1nc2c(s1)CCCC2)c1ccccc1	-131	2	4	4.2	-3	2	-28	-5	-2
CSc1ccccc1C(=O)NCc1ccc(S(N)(=O)=O)cc1	20	-7	0	-1.2	9	-5	-1	11	13
Cc1ccc(S(=O)(=O)NCCC2=CCCCC2)cc1	24	-3	-1	0.4	13	-1	39	4	-6
CC1C(=O)N2CCCc3cc(NC(=O)c4ccccc4C(F)(F)F)cc1c32 (configuration not stated)	15	-2	-4	-1.9	-2	5	1	13	-6
CCCSc1nnc2nc3c(nn12)c1ccccc1n3C	8	1	-4	-2.1	12	1	5	19	5
CCN(CC(=O)NCc1ccc(Cl)cc1)C(=O)Cc1ccccc1[N+](=O)[O-]	1	-4	-1	-0.2	-4	8	15	-7	-9
COc1ccc(C(C#N)N2CCCCCC2)cc1OC (configuration not stated)	10	-2	-6	-0.9	4	-9	2	-2	1
O=c1c2ccccc2nc(/C=C/c2ccccc2)n1CCc1ccccc1	9	2	-2	1.2	3	-3	16	-15	3

Following part
SMILES	Mdm2 MdmX PPI	UPR XBP1 act	APJ ag	CHOP UPR activ	CCR6 antagonist	EBI2 antag	tim23-1 inh	APJ antag	CXCR6 inh
Cc1cccc(C)c1N1CCN(S(=O)(=O)N2CCCCC2)CC1	-7	-1	-4	-1.8	19	11	35	10	-1
COC(=O)C1=C(C)NC(C)=C(C(=O)OC)C1c1ccc(OC(=O)c2ccco2)cc1	42	6	-4	-3.6	5	-13	5	3	-18
CN1CCN(C2=C(NS(=O)(=O)c3ccccc3)C(=O)c3ccccc3C2=O)CC1	24	-4	13	0.5	-2	-27	12	-94	-15
COc1ccccc1NC(=O)CCCN1C(=O)C2CC=CCC2C1=O (configuration not stated)	-4	-9	3	-0.9	18	6	1	-8	10
Cc1ccccc1N1C(=O)c2sc3nc4c(c(=O)n3c2C1=O)CCC4	6	-2	-1	-0.3	-3	-3	26	12	4
O=C(O)c1ccc(S(=O)(=O)NC2CCCCC2)cc1	17	-4	1	-0.2	5	2	-9	21	6
CC(C)[C@H](NC(N)=O)C(=O)Nc1cccc(S(=O)(=O)NC2=NCCCCC2)c1	19	-4	-7	0.8	-1	-9	12	-9	-9
Cc1ccc(NC(=O)CSc2nc3ccccc3c(=O)n2CCCN2CCCCC2)cc1C	75*	-2	1	1.0	6	0	-1	8	-7
Oc1c(Br)cc(Cl)cc1C=Nc1ccc(N2CCOCC2)cc1	31	-2	1	-1.1	27	8	36	-29	16
CC(OC(=O)CN1C(=O)c2ccccc2C1=O)C(=O)NC1(C#N)CCCCC1 (configuration not stated)	-8	2	5	-1.2	5	-11	26	-57	2
COc1ccccc1NC(=O)c1cc([N+](=O)[O-])ccc1NCCN1C(=O)CCC1=O	25	4	-1	-0.2	6	-8	17	1	5
Cn1ccsc1=NC(=O)c1ccc(Cl)cc1	-36	-3	-1	5.0	10	1	-3	16	2
Cc1c(NC(=S)NC(=O)c2ccc(COc3ccccc3)cc2)cccc1C(=O)O	4	-1	1	3.1	14	3	15	17	0
Cc1ccc(C)c2c1cc(C)c1nnc(SCC(=O)Nc3cccc(C(=O)O)c3)n12	18	-2	-2	1.9	2	-7	9	-5	-9
C=CCn1c(NCc2cc(Cl)ccc2O)nc2ccccc21	-14	-3	1	1.7	28	14	39	4	-1
Cc1ccc(C(=O)NC(=S)Nc2ccc(CN3CCOCC3)cc2)cc1	-1	-2	-2	3.7	8	9	52*	-16	-5
CC(=O)Nc1cccc(NC(=O)CSc2nc3ccccc3o2)c1	-22	1	2	0.8	5	-15	19	-6	-3
Cc1ccc(S(=O)(=O)N2CCN(CC(=O)NC3CCCc4ccccc43)CC2)c(C)c1 (configuration not stated)	1	1	-2	-2.1	-4	14	33	-13	3
CCOC(=O)CN1C(=O)N[C@@H](c2ccccc2)C(C(=O)OC)=C1C	0	0	3	0.2	11	-4	-2	19	-4
CCC(C)N1C(=O)/C(=C/c2c(NCCCOC(C)C)nc3c(C)cccn3c2=O)SC1=S (configuration not stated)	23	-2	-7	0.8	28	38	10	31	17
COc1cc2c(cc1OC)C(c1ccc(N(C)C)cc1)NCC2 (configuration not stated)	23	-2	-4	0.0	3	4	-14	14	2
Cc1ccc(C(=O)c2ccc([N+](=O)[O-])cc2)cc1C	-7	-1	2	2.9	6	-1	12	-13	0
COc1ccccc1NC(=O)CSc1nc2nc(C)cc(C)c2c(=O)[nH]1	-23	-1	-1	0.5	-6	-10	17	-6	4

Mdm2 MdmX PPI: what is marked active above.
molecule	Mdm2 MdmX PPI	APJ ag	CCR6 antagonist	EBI2 antag	APJ antag	CXCR6 inh
Cc1ccc(NC(=O)CSc2nc3ccccc3c(=O)n2CCCN2CCCCC2)cc1C	75*	1	6	0	8	-7
